Screening data deposited in PubChem BioAssay by National Center for Advancing Translational Sciences (NCATS).
Nrf2 inh: Nrf2 qHTS screen for inhibitors. A549 ARE-Fluc reporter, luciferase luminescence, 18-24 h. Potency, µM (highest dose often 46 µM), for inactives: at the highest dose activity change, negative = inhibition, most hits filed as inhibitors. 2.1% of 360,000 active. AID 504444, 2011; further: potency means the concentration at half of the fitted maximal effect; on the % scale 0 is the no-effect control and ±100 the full control effect; nearly all actives have a fitted effect of over 60% in size
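Reporter: ARE-Fluc in A549. Exposure: 18-24 h, 37 °C, 5% CO2, 5% FBS OPTI-MEM. Readouts: fluorescent cytotoxicity (CellTiter-Fluor), then luminescent Nrf2 signal after BugLite.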
TGFb inhibitor: qHTS for Inhibitors of TGF-b. Potency, µM (doses to about 46.1 µM), for the others: top-dose activity, negative = inhibition, most hits filed as inhibitors. 1.2% of 410,000 active. HepG2 CAGA-GFP TGF-b/SMAD3 reporter, GFP fluorescence, 18 h; TGF-beta stimulated, 500 pg/mL final; further: potency means the concentration at half of the fitted maximal effect; on the % scale 0 is the no-effect control and ±100 the full control effect; nearly all actives have a fitted effect of over 65% in size
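Cell-based qHTS in HEPG2 carrying a CAGA-GFP Smad reporter; compounds added before 500 pg/mL final TGF-beta, 18 h incubation at 37 degrees C, GFP fluorescence quantified per cell by imaging cytometry.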
EPAC2 ag: qHTS for Agonist of cAMP-regulated guanine nucleotide exchange factor 4 (EPAC2): primary screen; Rap guanine nucleotide exchange factor 4 (Homo sapiens), Q8WZA2; EPAC2 activation, biochemical qHTS; response scale: 100% = 6.5 mM cAMP response; Potency, µM (doses to about 154 µM), without a hit: at the top dose activation, most hits filed as activators; 0.079% of 360,000 active; further: potency means the concentration at half of the fitted maximal effect; nearly all actives have a fitted effect of over 50% in size
Target sequence (Q8WZA2 whole entry, looked up): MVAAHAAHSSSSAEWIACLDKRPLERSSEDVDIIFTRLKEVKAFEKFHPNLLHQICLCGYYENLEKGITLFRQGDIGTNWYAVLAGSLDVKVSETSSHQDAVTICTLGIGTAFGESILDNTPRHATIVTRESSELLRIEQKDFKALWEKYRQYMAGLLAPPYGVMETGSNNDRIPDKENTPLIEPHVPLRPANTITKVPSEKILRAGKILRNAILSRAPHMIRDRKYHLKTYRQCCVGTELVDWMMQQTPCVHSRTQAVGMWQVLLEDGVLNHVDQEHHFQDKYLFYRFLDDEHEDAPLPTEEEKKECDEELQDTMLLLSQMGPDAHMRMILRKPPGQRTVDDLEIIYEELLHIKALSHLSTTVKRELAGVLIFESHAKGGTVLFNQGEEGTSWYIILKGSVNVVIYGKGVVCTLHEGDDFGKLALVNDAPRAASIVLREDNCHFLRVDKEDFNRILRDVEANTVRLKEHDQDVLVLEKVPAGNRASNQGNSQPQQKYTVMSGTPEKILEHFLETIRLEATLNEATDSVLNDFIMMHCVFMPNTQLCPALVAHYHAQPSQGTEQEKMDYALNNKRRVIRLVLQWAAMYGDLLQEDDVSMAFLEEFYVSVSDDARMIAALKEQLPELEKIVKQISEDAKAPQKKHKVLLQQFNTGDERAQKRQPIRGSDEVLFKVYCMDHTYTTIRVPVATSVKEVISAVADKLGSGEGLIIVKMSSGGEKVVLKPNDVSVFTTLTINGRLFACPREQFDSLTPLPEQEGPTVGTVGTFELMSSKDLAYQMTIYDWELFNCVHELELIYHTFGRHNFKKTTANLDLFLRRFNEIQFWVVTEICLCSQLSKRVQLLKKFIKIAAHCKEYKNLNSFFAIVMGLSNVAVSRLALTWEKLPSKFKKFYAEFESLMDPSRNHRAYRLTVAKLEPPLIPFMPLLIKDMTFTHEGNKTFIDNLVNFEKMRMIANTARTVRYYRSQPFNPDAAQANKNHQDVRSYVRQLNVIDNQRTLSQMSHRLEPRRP
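Compounds were added across a concentration range to EPAC2 (100 nM), RAP1B-BODIPY-GDP (250 nM) and GDP (50 uM). After 5 min at room temperature, fluorescence was recorded at 5-min intervals for 30 min.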
A549 tox: Nrf2 qHTS screen for inhibitors: counterscreen for cytotoxicity; A549 ARE-Fluc cells, CellTiter-Fluor viability, 18-24 h; Potency, µM (titrated, usually from 46 µM), for inactives: top-dose activity change, negative = cytotoxicity, actives largely listed as inhibitors; 0.16% of 390,000 active; AID 504648, 2011; further: potency means the concentration at half of the fitted maximal effect; on the % scale 0 is the no-effect control and ±100 the full control effect
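Cytotoxicity counterscreen: CellTiter-Fluor fluorescence was measured in A549 ARE_Fluc cells after 18-24 h of compound exposure in a concentration series. The subsequent BugLite luminescent read reports ARE-luciferase activity.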
Nrf2 ARE act: qHTS of Nrf2 Activators; AREc32 ARE-luciferase reporter (MCF7-derived line), luminescence, 24 h; Potency, µM (titrated, usually from 46.1 µM), for inactives: at the highest dose activation, hits mostly activators; 0.31% of 410,000 active; further: potency means the concentration at half of the fitted maximal effect; % of control where 0% means no effect; nearly all actives have a fitted effect of over 65% in size
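For detection, Steady-Glo was added and plates sat 30 min at RT; before that, AREc32_Fluc cells grown overnight in OPTI-MEM/5% FBS had been treated with 23 nL compound for 24 hr at 37 deg C.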
HepG2 tox: qHTS for Inhibitors of TGF-b: Cytotox Counterscreen. Potency, µM (series often up to 46.1 µM), inactives show top-dose activity change, negative = cytotoxicity, hits mostly cytotoxic. 0.76% of 410,000 active. HepG2 CAGA-GFP viability, ATP luminescence, 18 h; further: potency means the concentration at half of the fitted maximal effect; some results filed as inactive show a strong effect at the top dose
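CellTiter-Glo luminescence gave cytotoxicity after 18 hours at 37 degrees C. The cells were HepG2 CAGA-GFP in 1% FBS DMEM, stimulated with 500 pg/mL TGF-beta after compound addition. %Activity was normalised to no-cell wells (complete cell-killing) and DMSO (no toxicity), and curves were fitted and classified.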
ATXN viability: Viability Counterscreen for Primary qHTS for Inhibitors of ATXN expression. S2 cells (HEK-293 line with an ATXN2-luciferase reporter) viability, CellTiter-Fluor protease fluorescence, 24 h. Potency, µM (highest dose often 56.7 µM), most hits filed as cytotoxic. 0.49% of 400,000 active. AID 651635, 2014; further: potency means the concentration at half of the fitted maximal effect; nearly all actives have a fitted effect of over 40% in size
ATXN2 expr inh: Primary qHTS for Inhibitors of ATXN expression; 0.72% of 360,000 active; HEK-293 ATXN2-luciferase reporter, luminescence, 24 h; AID 1745845, 2022; Potency, µM (doses to about 57 µM), inactives show top-dose activity change, negative = inhibition, hits mostly inhibitors; further: potency means the concentration at half of the fitted maximal effect; on the % scale 0 is the no-effect control and ±100 the full control effect; nearly all actives have a fitted effect of over 55% in size
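qHTS (up to 57 uM final) was run with 24 h compound exposure of reporter cells at 37 °C. Each well was multiplexed: SteadyGlo luminescence measured ATXN2-luciferase expression after a fluorogenic Gly-Phe-AFC viability readout (25 uM final).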
IL-2 act: qHTS of IL-2 Activators; IL-2 activation reporter assay, cell-based qHTS; stimulated with anti-CD3/CD4/CD28 beads; in transgenic mouse T cells; activation, % (series mostly up to about 46 µM); 0.065% of 360,000 active; AID 652025, 2013; in the data active means activation above about 50%; inconclusive means mostly about 30% to 49%; further: 0% is about no effect
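First, unstimulated transgenic mouse T cells were exposed to compound for 60 min. Next, anti-CD3/anti-CD4-coated beads with anti-CD28 were added. Finally, after 18 h at 37 degrees C, EGFP and DsRed were imaged.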
* marks the source's active call; other numbers are inactive results; i = inactive; ? = inconclusive; nt = no result given; [ ] = another dose, or the depositor's remark. Unless noted, the call rests on the fitted dose curve; in most records, active means well fitted curve in the direction sought with a large enough effect; inconclusive means small, poorly fitted or top-dose-only effect, or another doubt; inactive means no such curve, though single readings can be large; an effect the other way counts as inactive or inconclusive.

SMILES | Nrf2 inh | TGFb inhibitor | EPAC2 ag | A549 tox | Nrf2 ARE act | HepG2 tox | ATXN viability | ATXN2 expr inh | IL-2 act
Cc1nonc1OCCNc1ccc([N+](=O)[O-])cc1 | -8% | 5% | 4% | ? | 2.9% | -4% | i | nt | -0.9
COc1ccc(NC(=S)Nc2cccnc2)c(OC)c1 | -11% | ? | 4% | 0% | -0.2% | -7% | i | nt | -2.2
Cc1cc(=O)n2[nH]c(-c3ccc(Cl)cc3)cc2n1 | ? | -15% | 10% | 6% | 2.7% | -31% | i | 33%[activator] | -0.4
Cc1ncc([N+](=O)[O-])n1CCN1C(=O)c2ccccc2C1=O | -1% | 0% | 5% | 0% | 6.6% | 7% | i | -6% | -1.7
CN(C)S(=O)(=O)c1ccc2c(c1)/C(=C/c1cc3c([nH]1)CCCC3)C(=O)N2 | -24% | 77%[activator] | 16% | -19% | 0.1% | 3% | ? | 19% | 4.9
CCOC(=O)c1noc2ncn(CC(=O)Nc3ccc(F)cc3Cl)c(=O)c12 | nt | -1% | nt | 3% | -1.3% | -9% | i | -5% | nt
COc1cc(Cl)c(C)cc1NC(=O)COC(=O)c1cc(SC)ccc1Cl | -8% | -4% | 2% | -5% | -0.3% | 26% | i | -12%[11.3 µM] | -2.2
Cc1cc(C(=O)N/N=C(\CCC(=O)O)c2cccs2)c2ccccc2n1 | -6% | -3% | 4% | -7% | -0.1% | -6% | i | 11% | -3.2
OCC1(Cc2cccc(Cl)c2)CCCN(Cc2sc(N3CCCC3)nc2Cl)C1 (configuration not stated) | -4% | ? | 16% | 1% | 5.4% | -38% | i | nt | -0.5
COc1ccc(-c2cc(C(F)(F)F)n3ncc(C(=O)N4CCCCC4c4cccnc4)c3n2)cc1 (configuration not stated) | ? | -10% | -2% | -19% | -0.7% | 3% | nt | -32% | -0.8
CS(=O)(=O)Nc1ccc(C(=O)Nc2cccc([N+](=O)[O-])c2)cc1 | -16% | 3% | 5% | -5% | 6.3µM* | 3% | i | -2% | -4.9
Cc1ccc(S(=O)(=O)NCc2ccco2)cc1C(N)=O | -13% | 2% | -3% | -4% | -0.6% | 3% | i | -5% | 0.4
Cc1ccc(NC2(C#N)C(=O)Nc3ccccc32)cc1 (configuration not stated) | 14% | 5% | -7% | 1% | -0.3% | 11% | i | 3% | -0.2
N#Cc1ccc(C(=O)NNC(=O)c2cccc(S(=O)(=O)N3CCOCC3)c2)cc1 | -2% | -8% | 14% | -2% | 1.4% | -12% | i | 4% | 2.5
CC(C)c1nn2c(=O)cc(COC(=O)c3cccc(NC(=O)COc4ccc(F)cc4)c3)nc2s1 | nt | 0% | nt | 0% | -0.9% | -8% | nt | nt | nt
O=C(Cn1c(/C=C/c2ccccc2)nc2ccccc21)Nc1ccc(F)cc1 | ? | 4% | -9% | 0% | 3.6% | 1% | i | 41%[activator] | -1.9
COc1ccc(C(=O)CN2CCN(c3ccc(Cl)cc3)CC2)cc1OC | ? | -19% | 5% | -1% | 1.8% | 0% | i | -29% | -4.4
Cc1ccc(S(=O)(=O)NCC2CCCO2)cc1 (configuration not stated) | 26% | 0% | 4% | 11% | 2.9% | -4% | i | -13% | 0.6
CC(=O)Nc1cccc(OCC(=O)NS(=O)(=O)c2ccc(Cl)cc2)c1 | nt | -19% | -9% | -5% | -0.8% | 11% | i | -1% | -1.6
CCCC(=O)N1CCCC1(C)C(=O)Nc1ccc(OC(F)F)cc1 (configuration not stated) | nt | 8% | -2% | nt | -1.0% | 13% | i | 9% | 0.1
Cc1ccccc1-c1cc2nc(Oc3cccc(F)c3)n(C)c(=O)c2s1 | nt | 10% | 8% | nt | 23% | 12% | i | 11% | 0.2
CCC1(c2ccccc2)NC(=O)N(CC(=O)Nc2cccc(S(=O)(=O)N3CCCCC3)c2)C1=O (configuration not stated) | -12% | -27% | -2% | -6% | 2.0% | -2% | i | 1% | -6.6
CN(CCO)c1cc(N(C)CCO)c([N+](=O)[O-])cc1[N+](=O)[O-] | -2% | -10% | -2% | -12% | -0.2% | -24% | i | -12% | -0.3
NC(=O)[C@H]1CC2(CC(c3cccc(NC(=O)CC(c4ccccc4)c4ccccc4)c3)=NO2)CN1C(=O)c1ccccc1C(=O)c1ccccc1 (some centres not stated) | -7% | -16% | 24% | -1% | 4.1% | -2% | i | -4% | -0.4
Cc1[nH]c2ccc(C(=O)N3CCN(C)CC3)cc2c1C | ? | -15% | 3% | 0% | 4.4% | -12% | i | nt | 1.4
COCCNC(=O)c1c(C)oc2nc(C)nc(N3CCOCC3)c12 | 28% | -19% | nt | 1% | 0.3% | 0% | nt | nt | nt
c1ccc(CCC2CCCCN2Cc2cn[nH]c2-c2cc3ccccc3o2)nc1 (configuration not stated) | 6% | 21% | -7% | -12% | 1.5% | -18% | i | -13% | 5.4
CC1(C)Cc2c(cnn2-c2ccc(F)cc2)C(NC(=O)C2=NNC(=O)CC2)C1 (configuration not stated) | 14% | -6% | 1% | 0% | 0.3% | 0% | i | 25% | -3.3
COC(=O)c1ccc(Oc2nc(NC(C)C)nc(SC)n2)cc1 | nt | 5% | -7% | -8% | 0.2% | -21% | i | 1% | 1.7
CCn1nc(C)cc1C(=O)N1CCCC(Nc2ccc(C(C)C)cc2)C1 (configuration not stated) | -12% | 4% | -2% | 3% | 1.8% | 3% | i | 3% | -2.5
O=C(NCc1ccccc1Cl)C1CC(=O)N(Cc2ccccc2)C1 (configuration not stated) | 2% | 0% | 15% | 2% | 0.1% | -15% | i | -10% | -0.9
O=c1[nH]ncc(N/N=C\c2ccncc2)c1Cl | 13% | -5% | 4% | 2% | 5.9% | 9% | i | 9% | 0.6
O=C(CSc1nnc2scc(-c3ccc(Cl)cc3)n12)NCc1ccc2c(c1)OCO2 | -10% | 15% | -5% | -5% | -0.6% | -2% | i | 3% | -1.2
COc1ccc(CNc2nc3nc(C)c(Cl)c(=O)n3[nH]2)cc1 | 6% | -3% | 1% | 2% | -0.2% | -5% | i | -2% | 0.4
CCCc1cc(=O)[nH]c(SCC(=O)Nc2ccc(Br)cc2)n1 | -7% | 0% | -2% | -2% | -0.1% | 4% | i | -7% | 0.7
COc1ccc(CCNC(=O)c2cnn(-c3cccc(C)c3)c2C2CCN(C(=O)OC(C)(C)C)CC2)cc1OC | -6% | -12% | nt | 0% | -0.9% | -22% | nt | nt | nt
CCc1cccc(OCCCCNCCO)c1 | -6% | 0% | 1% | 2% | -0.8% | -40% | i | -13% | -0.4
O=S(=O)(Nc1ccc(-n2cnnn2)cc1)c1cccc(F)c1 | -10% | 3% | 4% | 0% | -0.8% | -5% | i | 5% | -2.8
CC(C)C(=O)Nc1nc2ccc(S(C)(=O)=O)cc2s1 | ? | 1% | 8% | -4% | 3.8% | -16% | i | 28% | -1.6
Cc1ccc(CSC2=NCCN2S(=O)(=O)c2ccc(C)cc2)cc1 | nt | -9% | 6% | nt | -0.2% | -11% | i | nt | -2.7

5 compounds out of the list above, sorted by the number in EPAC2 ag, descending:
SMILES	TGFb inhibitor	EPAC2 ag	Nrf2 ARE act	IL-2 act
O=C(NCc1ccccc1Cl)C1CC(=O)N(Cc2ccccc2)C1 (configuration not stated)	0%	15%	0.1%	-0.9
CCc1cccc(OCCCCNCCO)c1	0%	1%	-0.8%	-0.4
CCC1(c2ccccc2)NC(=O)N(CC(=O)Nc2cccc(S(=O)(=O)N3CCCCC3)c2)C1=O (configuration not stated)	-27%	-2%	2.0%	-6.6
O=C(CSc1nnc2scc(-c3ccc(Cl)cc3)n12)NCc1ccc2c(c1)OCO2	15%	-5%	-0.6%	-1.2
COC(=O)c1ccc(Oc2nc(NC(C)C)nc(SC)n2)cc1	5%	-7%	0.2%	1.7

Single entries from above:
COc1ccc(CCNC(=O)c2cnn(-c3cccc(C)c3)c2C2CCN(C(=O)OC(C)(C)C)CC2)cc1OC in Nrf2 inh is listed with -6%
CC1(C)Cc2c(cnn2-c2ccc(F)cc2)C(NC(=O)C2=NNC(=O)CC2)C1 (configuration not stated) in Nrf2 ARE act is listed with 0.3%

Next section:
SMILES | Nrf2 inh | TGFb inhibitor | EPAC2 ag | A549 tox | Nrf2 ARE act | HepG2 tox | ATXN viability | ATXN2 expr inh | IL-2 act
NNC(=O)c1csc(-c2ccc(C(F)(F)F)cc2Cl)n1 | 3% | 9% | -8% | 9% | -0.4% | -9% | i | -10% | 0.0
CCc1ccc(-n2c(SCc3c(C)noc3C)nnc2-c2ccncc2)cc1 | -6% | 4% | 6% | 1% | -0.2% | -5% | i | -9% | 1.1
COc1cccc(-c2nc(CS(=O)(=O)CC(=O)NC3CCCCC3C)c(C)o2)c1 (configuration not stated) | -26% | 2% | -9% | 8% | -0.5% | -2% | i | -21% | -1.1
CNC(=O)CN1C(=O)CSc2nc(C)cc(C)c21 | -20% | -8% | 12% | 0% | -0.6% | -13% | i | 0% | -1.8

Reprinted at random: 2 compounds from above
SMILES | Nrf2 inh | TGFb inhibitor | EPAC2 ag | A549 tox | Nrf2 ARE act | HepG2 tox | ATXN viability | ATXN2 expr inh | IL-2 act
COc1cccc(-c2nc(CS(=O)(=O)CC(=O)NC3CCCCC3C)c(C)o2)c1 (configuration not stated) | -26% | 2% | -9% | 8% | -0.5% | -2% | i | -21% | -1.1
CCc1ccc(-n2c(SCc3c(C)noc3C)nnc2-c2ccncc2)cc1 | -6% | 4% | 6% | 1% | -0.2% | -5% | i | -9% | 1.1
